Kir21 block – Kir2.1 (mouse) channel inhibition. 0.85% of 310,000 active. HEK293-Kir2.1, FluxOR thallium flux fluorescence; hits give low values. B-score at 10 µM. P35561;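 active = fluorescence ratio B-score at or below minus 3 SD of library scores, with starting-brightness B-score within 2 SD, cut at about -4.2 in these data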;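 also: channel flux triggered by added potassium and thallium sulfate stimulus; B-score of peak minus minimum fluorescence over baseline after thallium stimulus; more negative B-score means stronger Kir2.1 block with less thallium influx; some compounds called inactive have numbers as strong as hits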
Target sequence (P35561 whole entry, looked up): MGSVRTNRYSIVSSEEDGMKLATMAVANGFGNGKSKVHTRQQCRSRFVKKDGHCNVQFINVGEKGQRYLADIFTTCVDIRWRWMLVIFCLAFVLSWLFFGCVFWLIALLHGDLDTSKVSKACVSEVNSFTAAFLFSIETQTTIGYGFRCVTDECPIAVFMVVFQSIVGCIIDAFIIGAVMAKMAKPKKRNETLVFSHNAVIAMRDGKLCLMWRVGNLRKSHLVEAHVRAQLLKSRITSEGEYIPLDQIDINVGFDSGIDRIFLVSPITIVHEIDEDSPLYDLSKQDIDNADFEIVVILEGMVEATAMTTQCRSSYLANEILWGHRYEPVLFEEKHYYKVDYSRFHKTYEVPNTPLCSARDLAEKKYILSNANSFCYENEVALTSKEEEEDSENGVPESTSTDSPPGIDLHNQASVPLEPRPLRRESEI
KCNQ2 block – KCNQ2 potassium channel inhibitors, primary screen, cell-based, CHO-K1, FluxOR thallium flux, B-score (AID 2156); O88943; 20 min; hits give low values; B-score at 10 µM; 1.1% of 310,000 active;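 active = fluorescence ratio B-score at most minus 3 library SDs, with starting brightness B-score within 2 library SDs, cut at about -5.5 in these data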
STK33 inh – inhibitors of human STK33 kinase; AID 2661; purified STK33, MBP phosphorylation, ADP-Glo luminescence; 0.073% of 320,000 active; inhibition, % at 10 µM; Q9BYT3;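 active = inhibition at or above 25%, using the most active replicate where run in duplicate; inactive = inhibition below 25%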
Target sequence (Q9BYT3 whole entry, looked up): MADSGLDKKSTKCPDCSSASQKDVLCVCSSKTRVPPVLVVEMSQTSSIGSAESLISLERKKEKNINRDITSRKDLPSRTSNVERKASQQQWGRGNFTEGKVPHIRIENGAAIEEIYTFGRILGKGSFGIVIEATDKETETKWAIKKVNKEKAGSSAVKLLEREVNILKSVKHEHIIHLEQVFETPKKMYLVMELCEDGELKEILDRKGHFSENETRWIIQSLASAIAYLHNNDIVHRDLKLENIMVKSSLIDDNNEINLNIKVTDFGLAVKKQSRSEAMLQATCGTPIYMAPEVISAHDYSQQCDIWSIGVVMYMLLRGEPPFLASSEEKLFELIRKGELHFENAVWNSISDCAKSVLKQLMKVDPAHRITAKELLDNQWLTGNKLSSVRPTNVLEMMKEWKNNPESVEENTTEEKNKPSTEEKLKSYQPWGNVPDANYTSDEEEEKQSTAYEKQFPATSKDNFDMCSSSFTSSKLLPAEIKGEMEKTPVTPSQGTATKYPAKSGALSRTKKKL
An asterisk follows results filed as active; i = inactive; . = no result given.

SMILES	Kir21 block	KCNQ2 block	STK33 inh
Cc1ccccc1-n1nc(SCC(=O)O)sc1=S	0.61	i	-1.0
C/C(=N\Nc1nncc2ccccc12)c1ccc(Cl)c([N+](=O)[O-])c1	0.22	i	-1.5
O=S(=O)(c1cccc(NC(=S)N2CCN(c3ccccc3)CC2)c1)C(F)F	1.4	i	-0.3
Cc1cc(NC(=O)COC(=O)c2cc3c(s2)CCC(C)C3)no1 (stereo not given)	-2	i	-0.6
COc1ccc(CNc2ncccc2[N+](=O)[O-])cc1	0.33	i	-2.1
O=C(c1ccc(C(F)(F)F)cc1)C1CCCN(C(=O)CCN2CCCO2)C1 (stereo not given)	0.38	i	-1.0
CCN1C(=O)/C(=C/c2ccc(OC)c(OC)c2)N=C1SCC(=O)NCc1ccco1	-0.1	i	0.9
Fc1ccc(-n2nnc(-c3cccnc3)n2)cc1	0.93	i	-3.2
CCN(CC)C(=O)CSc1nc2c(sc(=S)n2-c2ccccc2)c(=O)n1Cc1ccco1	-0.2	i	0.9
O=C(c1ccccc1NS(=O)(=O)c1ccc(Br)s1)N1CCCC1	-0.46	i	-0.7
Cc1ccc(C)c(S(=O)(=O)N2CCN(c3ncccn3)CC2)c1	-0.59	i	-0.4
CCCc1nnc(NC(=O)COc2ccc3c(c2)OCO3)s1	3.7	i	-1.2
CCOc1ccc(C2C(C(=O)c3ccc(C)o3)=C(O)C(=O)N2CCCN(CC)CC)cc1 (stereo not given)	0.69	i	0.2
COc1ccc(CC(NC(C)=O)C(=O)NC2CCN(S(=O)(=O)c3ccccc3)CC2)cc1OC (stereo not given)	-0.75	i	-0.7
COc1ccc(N2CCN(C(=O)c3ccccc3Br)CC2)c([N+](=O)[O-])c1	0.48	i	-2.0

Further entries
SMILES	Kir21 block	KCNQ2 block	STK33 inh
O=C(Nc1nnc(-c2ccccc2)o1)c1cc(Cl)sc1Cl	0.57	i	-0.2
COc1ccc(NC(=O)CN(c2ccc(OC)c(Cl)c2)S(=O)(=O)c2ccccc2)cc1	0.15	i	-1.8
N#C/C(C(=O)NCc1ccccc1)=C1/N=C(NC(=O)c2cccs2)c2ccccc21	0.88	i	-1.3
N#Cc1cc(Br)ccc1N=C1CCCN1c1ccccc1	-0.2	i	-1.2
CCOC(=O)N1CCN(C(=O)c2ccc(Cn3c(=S)[nH]c4cc(C(=O)OC)ccc4c3=O)cc2)CC1	-0.32	i	-3.2
COc1cccc(CNC(=O)CN2C(=O)CCSc3ccc(S(=O)(=O)N4CCCC4)cc32)c1	-1.6	i	-1.7
O=C(N/N=C/C=C/c1ccco1)c1cccs1	0.61	i	0.6
CCCNc1c(N)c(=O)oc2ccccc12	0.16	i	-1.8
COc1cc(N2C(=O)c3ccccc3C2=O)c(Cl)cc1C(=O)OCC(=O)N(C)C	0.82	i	-1.5
CN=C1SC(CC(=O)Nc2cc(Cl)ccc2Cl)C(=O)N1C (stereo not given)	0.08	i	0.8
Cc1cc(O)c2/c(=N\N)c(-c3csc(C)n3)coc2c1	-0.51	i	0.1
CCOC(=O)Cc1csc(NC(=O)CCCC(=O)O)n1	1.2	i	0.1
Cc1ccc(C)c(NC(=O)COC(=O)CCC(=O)c2cccs2)c1	0.04	i	-0.8
COc1cccc(-c2ccc(SCC(=O)c3ccccc3)nn2)c1	-0.43	i	-0.7
COC(=O)C1CC(=O)N(c2ccc(OCc3ccccc3Cl)cc2)C1 (stereo not given)	2.4	i	-0.8

Next part, overlapping the part above by 7 compounds.
SMILES	Kir21 block	KCNQ2 block	STK33 inh
COc1cc(N2C(=O)c3ccccc3C2=O)c(Cl)cc1C(=O)OCC(=O)N(C)C	0.82	i	-1.5
CN=C1SC(CC(=O)Nc2cc(Cl)ccc2Cl)C(=O)N1C (stereo not given)	0.08	i	0.8
Cc1cc(O)c2/c(=N\N)c(-c3csc(C)n3)coc2c1	-0.51	i	0.1
CCOC(=O)Cc1csc(NC(=O)CCCC(=O)O)n1	1.2	i	0.1
Cc1ccc(C)c(NC(=O)COC(=O)CCC(=O)c2cccs2)c1	0.04	i	-0.8
COc1cccc(-c2ccc(SCC(=O)c3ccccc3)nn2)c1	-0.43	i	-0.7
COC(=O)C1CC(=O)N(c2ccc(OCc3ccccc3Cl)cc2)C1 (stereo not given)	2.4	i	-0.8
COc1ccc(S(=O)(=O)N2CCCCC2)cc1NC(=O)C1CSC2(C)CCC(=O)N12 (stereo not given)	0.45	i	0.2
Cc1nnc(SCC(=O)N2CCC(C(N)=O)CC2)s1	0.75	i	-1.4
CCc1ccc2nc(N(CCCN(C)C)C(=O)c3ccc(S(=O)(=O)N4CCc5ccccc5C4)cc3)sc2c1	-0.99	i	-0.8
O=C(COC(=O)CCOc1ccccc1)Nc1ccc(Cl)cn1	0.05	i	-2.0
CCC(C)N(C(=O)COc1ccccc1C(=O)NCc1ccccc1)C1CCS(=O)(=O)C1 (stereo not given)	1.4	i	0.8
CCc1ccc(/C=N/NC(=O)c2c[nH]c3ccccc23)s1	0.77	i	-0.1
Cc1ccc(N(C(=O)c2csnn2)C(C(=O)NC(C)(C)C)c2ccncc2)cc1 (stereo not given)	-0.11	i	-2.0
COc1ccccc1/C=C/c1onc(C)c1S(=O)(=O)N1CCC(C(=O)NC2CCCCCC2)CC1	0.33	i	0.6
CCOC(=O)C(=CNc1cc(Cl)c(-c2ccco2)c(Cl)c1)C(=O)OCC	0.35	i	-3.0
CCC1(c2ccccc2)NC(=O)N(CC(=O)N(CC(=O)Nc2ccccc2C(F)(F)F)Cc2ccco2)C1=O (stereo not given)	-0.07	i	.
CC(=O)N1CCc2cc(Br)cc(S(=O)(=O)NCCCN(C)Cc3ccccc3)c21	-4.3	i	-0.8
CC(=O)Nc1cccc(C(=O)NCCc2ccco2)c1	-0.81	i	-0.4
CCOc1ccc(N(CC(=O)NC2CCCCCC2)S(=O)(=O)c2c(C)noc2C)cc1	-0.02	i	1.0
CN(C)Cc1c(-c2ccc(Cl)cc2)nc2ccc(Cl)cn12	-0.38	i	-0.9
COc1ccc2oc(C)c(C(=O)c3ccc(C)cc3)c2c1	-1.4	i	-0.6

(listing goes on)
Every second line gives: Kir21 block | KCNQ2 block | STK33 inh
> COc1cccc(-c2nn(-c3ccccc3)cc2CN2CCCO2)c1
→ 1.3 | i | -1.0
> Cc1ccccc1-c1cccc([C@@H]2C[C@H]3CN(Cc4cccnc4)C(=O)[C@]34CCCN24)c1
→ -0.76 | i | 1.4
> COc1ccc(CC(=O)Nc2ccc(C)cc2O)cc1S(=O)(=O)N1CCOCC1
→ -1.3 | i | 0.3
> CSc1ccc(C(c2c(C)[nH][nH]c2=O)c2c(C)[nH][nH]c2=O)cc1
→ -0.98 | i | 0.4
> CCc1ccc(Nc2nnc(SCC(=O)Nc3cccnc3Cl)s2)cc1
→ 0.44 | i | 0.0
> O=C(O)C/C(=C\c1ccc2c(c1)OCO2)c1nc2ccccc2s1
→ 2.2 | i | -1.6
> N#Cc1nc(-c2ccc(F)cc2)oc1NCCCn1ccnc1
→ -0.02 | i | 0.6
> CCc1ccccc1N1C(=O)c2ccccc2S1(=O)=O
→ 0.16 | i | 0.4
> O=C(CSc1nc2ccccc2c(=O)[nH]1)Nc1ccccc1O
→ -0.43 | i | -2.6
> CCOCCCN(C)C1CCN(C(=O)c2oc3ccccc3c2NC(=O)c2cccc([N+](=O)[O-])c2)CC1
→ 0.9 | i | -0.3
> COCC(=O)NC1CCCCCC1
→ -0.8 | i | -0.8
> COc1cc(S(=O)(=O)NC2CC(C)(C)NC(C)(C)C2)c(OC)cc1Cl
→ -1.3 | i | -0.7
> COC(=O)C(CCSC)NC(=O)c1cccc([N+](=O)[O-])c1 (stereo not given)
→ 0.12 | i | -0.6
> CNC(=O)c1ccccc1Nc1ccc(SC(F)F)cc1
→ 1 | i | -1.5
> COc1ccc(CNC(=O)CN(Cc2ccccc2F)C(=O)c2csnn2)cc1
→ -0.73 | i | -1.9

Next section:
Every second line gives: Kir21 block | KCNQ2 block | STK33 inh
> CCc1ccc(C(=O)/C=C/c2ccc([N+](=O)[O-])o2)cc1
→ 1.4 | i | 2.3
> CCN(CC)S(=O)(=O)c1cc(NC(=O)CN2C(=O)NC(C)(c3ccccc3)C2=O)ccc1C (stereo not given)
→ -0.68 | i | 1.5
> CCOc1ccc(N/C(=N/c2nc(C)cc(C)n2)NC(C)=O)cc1
→ 0.39 | i | -3.5
> Cc1csc(SCC(=O)Nc2sccc2C(N)=O)n1
→ -0.08 | i | -0.6
> COc1cccc(CN2CCN(C(=O)c3cc(-c4ccncc4)nc4ccc(C)cc34)CC2)c1
→ -0.73 | -5.9* | 0.1
> CC(Oc1ccccc1)C(=O)N/N=C/c1ccccn1 (stereo not given)
→ 1.3 | i | -0.1
> COCCOc1ccc(C(F)(F)F)cc1Nc1nc2ccccc2o1
→ 0.94 | i | -1.3
> O=C(NCc1nc(-c2ccc(Cl)cc2)no1)c1ccc2c(c1)OCO2
→ 1.3 | i | -0.7
> COc1cccc(NC(=O)c2cccnn2)c1
→ 0.02 | i | -1.4
> O=C(COc1ccccc1[N+](=O)[O-])N(Cc1cccc(Br)c1)C1CCS(=O)(=O)C1 (stereo not given)
→ -0.89 | i | -0.5
> CCCCn1c(N)c(N(Cc2ccccc2OC)C(=O)COc2ccccc2C#N)c(=O)[nH]c1=O
→ 0.19 | i | -1.7
> O=C(CS(=O)(=O)c1ccc(F)cc1)N1CCN(c2ccccc2)CC1
→ -0.25 | i | -0.5
> COc1ccccc1CC(=O)N(Cc1ccccc1)c1ccc(C)cc1
→ -0.8 | i | 0.0
> CC(C)Oc1ccc(C(=O)Nc2ccccc2N2CCCC2)cc1
→ -0.48 | i | 0.5
> COc1ccccc1-n1c(SCC(=O)N2CCCC2)nnc1-c1ccccc1
→ -0.49 | i | -1.3

Remaining list, next part
Every second line gives: Kir21 block | KCNQ2 block | STK33 inh
> CC(C)[C@H](NC(=O)NC1CCCC1)C(=O)O
→ -0.27 | i | -1.3
> CC(OC(=O)CN1C(=O)NC2(CCCC2)C1=O)C(=O)c1ccccc1 (stereo not given)
→ -0.38 | i | -0.6
> CCOC(=O)N1CCN(C(=O)COc2cccc3c2CCN(CC)C3=O)CC1
→ -0.03 | i | .
> CCOc1cc(C(=O)N2CCN(c3ccc(C(C)=O)cc3)CC2)cc(OCC)c1OCC
→ 1.5 | i | 0.4
> COc1ccc(C(C)=O)cc1Cn1c(=O)cc(C)[nH]c1=O
→ 3.1 | i | -1.5
> COc1cccc(/C=N/n2cncn2)c1OCC#N
→ -2.8 | i | -2.2
> O=C(Nc1nc(-c2ccc(Cl)cc2)cs1)C1=COCCO1
→ -0.15 | i | -0.5
> Cc1ccc(N2C(=O)CC(n3ccnc3)C2=O)cc1C (stereo not given)
→ -0.04 | i | -0.4
> CC(C)c1nn2c(=O)cc(COc3cccc(NC(=O)c4ccco4)c3)nc2s1
→ 0.88 | i | 1.9
> O=C(NC(=S)NCc1ccccc1)c1ccc(Br)cc1
→ 0 | i | -1.2
> O=C(CCC(=O)N1CCSc2ccccc21)NCc1ccccc1
→ -0.87 | i | -1.1
> COc1ccc(CNC(=O)C(c2ccncc2)N(C(=O)Cc2cccs2)c2cccnc2)cc1 (stereo not given)
→ -0.67 | i | -1.1
> CCn1c(C(=O)O)c(CC(=O)N(C)c2ccc(OC)cc2OC)c2ccccc21
→ 0.01 | i | -1.2
> COc1ccc(OC)c(C2C(C(=O)c3cccs3)=C(O)C(=O)N2CCN(C)C)c1 (stereo not given)
→ 1.4 | i | 0.5
> Cc1c(C(=O)Nc2nnc(C(F)(F)F)s2)oc2ccccc12
→ 0.51 | i | -2.7

(next part)
Every second line gives: Kir21 block | KCNQ2 block | STK33 inh
> CCOC(=O)C1=C(C)N(CCCCCC(=O)O)C(=O)NC1c1ccc(Br)cc1 (stereo not given)
→ 1.5 | i | -3.4
> Cc1ccc(CNC(=O)C2c3ccccc3C(=O)N(C)C2c2c[nH]c3ccccc23)o1 (stereo not given)
→ -0.5 | i | -0.2
> CCCCn1nc2cc(C(=O)NCc3ccccc3OC)ccc2c1OCC
→ 0.31 | i | -1.3
> CCn1c(=NC(=O)c2cccc(N3C(=O)CCC3=O)c2)sc2c(OC)ccc(OC)c21
→ 1.1 | i | 11
> CCOc1ccccc1N(CC(=O)Nc1cccc2ccccc12)S(C)(=O)=O
→ 0.68 | i | 0.5
> CCSc1nnc(NC(=O)CSc2nc3c(c(=O)n2C)SC(C)C3)s1 (stereo not given)
→ 3 | i | 0.5
> CCCS(=O)(=O)c1c(S(=O)(=O)CCC)c2cc(CC)ccn2c1C(=O)OC
→ 0.24 | i | 0.0
> CC(C)COc1cccc(C(=O)Nc2ccc(S(=O)(=O)N3CCOCC3)cc2)c1
→ 1.7 | i | -0.3
> Cc1ccccc1Nc1nc(-c2cccnc2)nc2ccccc12
→ -0.07 | i | 3.6
> COc1ccc2nc(/N=C(\N)NC(=O)N3c4ccccc4Sc4ccccc43)nc(C)c2c1
→ -0.44 | i | -2.2
> COCCn1c(=NC(=O)c2ccco2)sc2cc(C(=O)OC)ccc21
→ 0.01 | i | -1.0
> CC(=O)Nc1ccc(NS(=O)(=O)c2ccc(C)cc2)cc1[N+](=O)[O-]
→ -0.85 | i | -0.5
> Cc1csc(NC(=O)C2CCN(C(=O)c3ccccc3C)CC2)n1
→ 1.9 | i | -0.7
> O=[N+]([O-])c1ccc2oc(C3CCCCC3)nc2c1
→ -0.26 | i | -1.7
> CN(Cc1ccc(Cl)s1)C(=O)CCl
→ 1.3 | i | -1.4
> COc1cccc(NC(=O)[C@H](NC(=O)[C@@H]2Cc3ccccc3CN2)c2ccccc2)c1
→ 1.3 | i | 1.3
> COC(=O)c1ccc(Oc2nc3c(c(=O)n(C)c(=O)n3C)n2CCC(C)C)cc1
→ -0.46 | i | -1.9
> Cc1ccc(C(=O)N2CCN(C34CC5CC(CC(C5)C3)C4)CC2)o1
→ -0.09 | i | -0.7
